# HCV inhibitor: blocks hepatitis C virus. Potency, µM (highest dose often 41.8 µM), for the others: at the top dose activity change, negative = inhibition, actives largely listed as inhibitors. Huh7.5.1 HCVcc-Cre infection, luciferase reporter, 44 h. 3.4% of 340,000 active. AID 651820; also: potency is read from the fitted curve at half-maximal effect
#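 A cell-based infection assay in which seeded cells (1,000 per well) receive test compound after 4 h, are inoculated with HCVcc-Cre at approximately 0.5 moi, and are incubated 44 h before luminescence detection.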
# AmpC inh detg: blocks E. coli AmpC beta-lactamase in detergent assay | P00811 | AmpC hydrolysis of nitrocefin, absorbance 480 nm, 0.01% Triton | Potency, µM (doses to about 114 µM), for the others: at the top dose activity change, negative = inhibition, most hits filed as inhibitors | 0.041% of 370,000 active | AID 485294;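 also: potency is read from the fitted curve at half-maximal effect; 0% = no-compound wells and -100% = no-enzyme wells; nearly all actives have a fitted effect of over 25% in size; some results filed as inactive show a strong effect at the top dose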
# Target sequence (P00811 whole entry, looked up): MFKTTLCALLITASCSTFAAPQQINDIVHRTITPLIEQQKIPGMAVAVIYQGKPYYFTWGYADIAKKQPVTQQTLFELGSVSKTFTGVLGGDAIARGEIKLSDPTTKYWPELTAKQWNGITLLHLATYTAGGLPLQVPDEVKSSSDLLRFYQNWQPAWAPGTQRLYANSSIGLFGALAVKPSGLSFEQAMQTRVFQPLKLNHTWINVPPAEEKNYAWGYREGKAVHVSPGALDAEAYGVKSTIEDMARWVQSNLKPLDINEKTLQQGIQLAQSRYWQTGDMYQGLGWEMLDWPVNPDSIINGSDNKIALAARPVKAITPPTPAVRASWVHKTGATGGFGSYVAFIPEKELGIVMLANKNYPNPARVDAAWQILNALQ
#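 20 mM phosphate pH 7.0 + 0.01% (detergent screen) or 0.0001% Triton X-100; 5.3 nM AmpC reagent; cpd preinc 15 min RT; nitrocefin (800 uM stock) to start; A480 q20 s × 4 min; Activity was normalised to no-enzyme and no-compound control wells.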
# HCMV inh: inhibitors of human cytomegalovirus; activity change, negative = inhibition, % at 57.5 µM; 4.5% of 410,000 active; HFF cells, HCMV-luciferase reporter, 72 h; active compounds read low; in the data active = activity change below about -60%; inconclusive = no clear call, values can overlap the other calls; inactive = above about -39%
#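 Two-dose cell screen: HFF monolayers treated with compounds and infected with luciferase-expressing HCMV at 1 PFU/cell, 72 h at 37C, then lysed for luciferase measurement.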
# AmpC inh no detg: inhibitors of E. coli AmpC beta-lactamase without detergent; P00811; AmpC nitrocefin hydrolysis, absorbance 480 nm, 0.0001% Triton; Potency, µM (top dose mostly 57.1 µM), without a hit: at the top dose activity change, negative = inhibition, hits mostly inhibitors; 0.52% of 330,000 active; AID 485341;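 also: potency is read from the fitted curve at half-maximal effect; plate controls were no compound for no effect and no enzyme for full effect; nearly all actives have a fitted effect of over 20% in size; some results filed as inactive show a strong effect at the top dose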
#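 AmpC (5.3 nM in the dispensed reagent) in 20 mM phosphate pH 7.0 with 0.01% (detergent screen) or 0.0001% Triton X-100 was preincubated with compounds for 15 min at room temperature. Nitrocefin was then added from an 800 uM solution, and hydrolysis was followed at 480 nm.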
# Giardia FBPA inh: inhibitors of Giardia lamblia fructose-1,6-bisphosphate aldolase | A8B2U2 | purified Giardia FBPA | Potency, µM (top dose mostly 59.6 µM), without a hit: at the highest dose activity, negative = inhibition, most hits filed as inhibitors | 0.71% of 290,000 active | AID 2451; also: potency is read from the fitted curve at half-maximal effect; nearly all actives have a fitted effect of over 55% in size
# Target sequence (A8B2U2 whole entry, looked up): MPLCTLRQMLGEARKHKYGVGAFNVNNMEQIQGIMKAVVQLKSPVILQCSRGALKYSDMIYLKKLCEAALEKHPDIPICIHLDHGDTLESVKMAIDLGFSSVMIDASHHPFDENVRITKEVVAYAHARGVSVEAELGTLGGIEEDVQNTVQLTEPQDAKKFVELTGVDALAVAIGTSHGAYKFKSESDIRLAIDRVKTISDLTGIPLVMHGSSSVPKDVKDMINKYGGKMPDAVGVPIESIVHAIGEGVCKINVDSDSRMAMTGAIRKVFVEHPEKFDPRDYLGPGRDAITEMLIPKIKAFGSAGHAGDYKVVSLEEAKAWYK
#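 Giardia FBPA (40 nM reagent) was preincubated 10 min at RT with compound (up to 57.5 uM final), then substrate plus GAPDH/TPI/NAD/arsenate coupling system with diaphorase/resazurin was added; resorufin fluorescence (525/598 nm) was read after 20 min.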
# Sm TGR inh: blocks Schistosoma mansoni thioredoxin glutathione reductase. 3% of 360,000 active. Potency, µM (doses to about 114 µM), without a hit: at the highest dose activity change, negative = inhibition, usual class: inhibitors. purified TGR, DTNB reduction, TNB absorbance 405 nm. AID 485364; also: potency is read from the fitted curve at half-maximal effect; nearly all actives have a fitted effect of over 60% in size
#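 First, TGR (20 nM dispensed) and NADPH were mixed with compound. Second, a 15 min room-temperature incubation followed. Third, further NADPH and then DTNB were added to start the reaction. Finally, TNB absorbance was monitored kinetically.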
# * marks the source's active call; other numbers are inactive results; ? = inconclusive; / = not tested or not shown; & = joins results of further samples; [ ] = dose if it differs, or a comment. Unless noted, calls follow the shape of the dose curve; as a rule, active = well fitted curve in the direction sought with a large enough effect; inconclusive = small, poorly fitted or top-dose-only effect, or another doubt; inactive = no such curve, though single readings can be large; an effect the other way counts as inactive or inconclusive. Unless noted, % is scaled to controls: 0 for no effect and ±100 for the full control effect.
SMILES,HCV inhibitor,AmpC inh detg,HCMV inh,AmpC inh no detg,Giardia FBPA inh,Sm TGR inh
CCN(CC)S(=O)(=O)c1ccc(Cl)c(NC(C)=O)c1,2%,-2%,-9,-33%,-3%,/
CCCCc1ccc(NC2=NCCCS2)cc1,?,2%,-4,-19%,3%,4%
CC(=O)Nc1ccc(NC(=O)CCc2nc3ccccc3c(=O)[nH]2)cc1,23%,2%,-4,-11%,-4%,83%[activator]
Cc1ccc(NC(=O)c2ccc(OC(F)(F)F)cc2)cc1S(=O)(=O)N(C)C,3.2µM*,-10%,-99*,-13%,-12%,-3%
Cc1ccccc1NC(=O)Cn1nc(C(F)(F)F)cc1C1CC1,/,-9%,0,-6%,4%,-1%
COCCN1C(=O)c2oc3ccc(C)cc3c(=O)c2C1c1ccc(C(=O)OC)cc1 (centres undefined),/,33%[activator],?,/,/,7%
CCOCCCNC(=O)C1CCN(S(=O)(=O)N2CCCCC2)CC1,-4%,3%,2,2%,1%,8%
COc1ccccc1C(c1nnnn1C1CCCC1)N1CCN2CCCC2C1 (centres undefined),-3%,-15%,-11,23%,-2%,?
CCCCN1C2CCCC1CC(NC(=O)c1cccc(OC)c1)C2 (centres undefined),-8%,-5%,-5,-31%,1%,5%
COc1ccc2cc(C(=O)Nc3ccc(S(N)(=O)=O)cc3)sc(=O)c2c1OC,-23%,?,-17,-22%,0%,2%
CCN(CC)S(=O)(=O)c1ccc(C)c(NC(=S)NC2CCCCC2)c1,1%,?,-22,-23%,-11%,-20%
Cc1ccc(Cl)cc1-n1ncc2c(Nc3ccc4c(c3)OCCO4)ncnc21,/,4%,-88*,/,/,2%
CC(=O)Cc1nsc(NC(=O)c2ccc(-c3ccc(Cl)c(C(F)(F)F)c3)o2)n1,-3%,?,/,-37%,5%,0%
O=C(Cc1coc2ccc3ccccc3c12)Nc1nnc(C2CC2)s1,?,2%,-77*,-25%,-1%,3%
COc1ccc(CN2CCSCC2)c(OC)c1C,0%,-13%,-10,-22%,?,7%
CCN1CCN(C(=O)c2cn(CCOC)c(=O)c3c2c2ccccc2n3C)CC1,20%,3%,10,5%,-4%,-6%
COc1ccc(-c2csc(Nc3cc(C)ccn3)n2)cc1OC,10µM*,-13%,-11,67%[activator],10%,?
NCCCC[C@H]1CNC(=S)N1CC1CCCCC1,27%,5%,35,-1%,5%,6%
Cc1cccc(NC(=O)Cn2cc(S(=O)(=O)N3CCCC3)c(S(=O)(=O)N3CCCC3)c2)c1C,/,3%,-11,/,/,-7%
O=C(CN1C(=O)c2ccc([N+](=O)[O-])cc2C1=O)NCc1ccc(C(=O)O)cc1,11%,-5%,2,-11%,-1%,-16%
CCOc1ccc2nc(NC(=O)C3CSC4(C)CCC(=O)N34)sc2c1 (centres undefined),-7%,-21%,-7,11%,/,0%
CCn1cc(CN2CCN(Cc3ccsc3)C(CCO)C2)cn1 (centres undefined),19%,2%,-39,-3%,5%,0%
CCOC(=O)C1CCN(C(=O)C(=O)N2CCC(C(=O)OCC)CC2)CC1,0%,3%,29,-3%,3%,0%
Cc1ccnc(Nc2nc(-c3ccc(O)c(O)c3)cs2)c1,?,2%,95,-23%,-23%,?
COc1cc(/C=C(\C#N)c2ccccn2)ccc1OCC(=O)Nc1c(Cl)cccc1Cl,?,-9%,11,?,-1%,-1%

# The last 6 compounds of the part above are carried over, then new ones follow.
SMILES,HCV inhibitor,AmpC inh detg,HCMV inh,AmpC inh no detg,Giardia FBPA inh,Sm TGR inh
O=C(CN1C(=O)c2ccc([N+](=O)[O-])cc2C1=O)NCc1ccc(C(=O)O)cc1,11%,-5%,2,-11%,-1%,-16%
CCOc1ccc2nc(NC(=O)C3CSC4(C)CCC(=O)N34)sc2c1 (centres undefined),-7%,-21%,-7,11%,/,0%
CCn1cc(CN2CCN(Cc3ccsc3)C(CCO)C2)cn1 (centres undefined),19%,2%,-39,-3%,5%,0%
CCOC(=O)C1CCN(C(=O)C(=O)N2CCC(C(=O)OCC)CC2)CC1,0%,3%,29,-3%,3%,0%
Cc1ccnc(Nc2nc(-c3ccc(O)c(O)c3)cs2)c1,?,2%,95,-23%,-23%,?
COc1cc(/C=C(\C#N)c2ccccn2)ccc1OCC(=O)Nc1c(Cl)cccc1Cl,?,-9%,11,?,-1%,-1%
COc1ccc(C)cc1NC(=O)Nc1cccc(-c2noc(C)n2)c1,/,-1%,-38,/,/,6%
Cc1ccc(C2CC(=O)N(Cc3ccc(F)cc3)c3c2c(C)nn3-c2nc(C)cc(C)n2)cc1 (centres undefined),/,23%,?,/,/,3%
COc1ccccc1CNS(=O)(=O)c1ccc2c(c1)CC(=O)N2C,-12%,0%&10%,-20&4,0%,-1%,6%&9%
CCOC(=O)c1ccc(NC(=O)N2CCCCCC2)cc1,-12%,-9%,-5,-18%,7%,2%
COc1ccc(NC(=O)CCNS(=O)(=O)c2ccc3c(c2)CCCC(=O)N3)cc1Cl,/,1%,-20,/,/,0%
CCOc1cc(/C=N\NC(=O)OC(C)(C)C)ccc1OC(=O)c1ccco1,4%,-2%,-31,1%,6%,9%
CNC(=O)Nc1cccc(-c2ccnc(C)n2)c1,-19%,1%,37,-7%,2%,-10%
Cc1oc(C(C)(C)C)cc1C(N)=O,11%,-5%,-15,-1%,0%,-31%
O=C(CCC1CCN(Cc2ccc(C#CCCO)cc2)CC1)NC1CC1,12%,?,-2,-14%,4%,-15%
COC(=O)c1ccccc1OCCOc1ccccc1C(=O)OC,3%,0%,63,-1%,1%,-29%
CC1(C)CC(=O)C2=C(C1)NC(=O)NC2c1ccc([N+](=O)[O-])cc1 (centres undefined),13%,-2%,-3,-6%,13%,2%
COc1ccc(OC)c2sc(N(CCN(C)C)C(=O)c3cc(Cl)sc3Cl)nc12,-7%,-6%,0,74%[activator],-13%,1%
CC1(C)CC2(CCO1)N1CC3(C)CN2CC(C)(C1)C3O (centres undefined),16%,?,4,-7%,7%,2%
Cc1ccc(N2CC(C(=O)N3CCOCC3)CC2=O)cc1Cl (centres undefined),-14%,-6%,-11,-11%,10%,-10%
O=C(C1CCCN(S(=O)(=O)Cc2ccccc2)C1)N1CCc2ccccc21 (centres undefined),-19%,?,10,10%,-2%,3%
Cc1ccc(C(=O)Nc2ncn[nH]2)cc1,12%,-9%,15,-7%,3%,-22%
CC1(c2nnc(-c3ccncc3)o2)CC(c2ccc(F)cc2)=NO1 (centres undefined),-54%,0%,-17,20%,1%,-24%
COc1ccc(C(=O)COc2cccc(NC(=O)c3ccco3)c2)cc1,?,2%,8,-38%,-2%,?
OCCNc1nc2nonc2nc1NCCO,6%,-13%,-7,-17%,0%,-7%
FC(F)Oc1ccccc1/C=N/Nc1nc2ccccc2o1,-11%,-13%,12,-33%,-20%,-11%
Cc1ccc(C)c(NC(=O)Cn2nnc(C(=O)NCc3ccccc3Cl)c2N)c1,/,2%,?,/,/,5%
CC(C)n1cc(CN2CCC(n3nccc3NC(=O)C3CCCC3)CC2)cn1,22%,-10%,-13,-8%,/,-23%
Cc1nn(Cc2ccccc2)c(C)c1N,-4%,1%,26,-17%,?,0%
Cc1ccc(S(=O)(=O)NCCCCCC(=O)Nc2ccccc2)cc1,1%,?,-29,-7%,5%,3%
NC(=O)c1c(NC(=O)c2noc3c2CCCC3)sc2c1CCCC2,/,5%,80,/,/,0%

# Whole records, looked up by structure. Order of values: HCV inhibitor	AmpC inh detg	HCMV inh	AmpC inh no detg	Giardia FBPA inh	Sm TGR inh
# Cc1ccc(S(=O)(=O)NCCCCCC(=O)Nc2ccccc2)cc1 as listed: 1%	?	-29	-7%	5%	3%
# COC(=O)c1ccccc1OCCOc1ccccc1C(=O)OC as listed: 3%	0%	63	-1%	1%	-29%

# Going on with the list:
SMILES,HCV inhibitor,AmpC inh detg,HCMV inh,AmpC inh no detg,Giardia FBPA inh,Sm TGR inh
CCOC(=O)Cc1c(C)[nH]n(-c2ccccc2)c1=O,17%,0%,30,-15%,-5%,-5%
Cc1ccc(OCC(=O)Nc2ccc(Cl)c(-c3nc4ncccc4o3)c2)cc1C,/,6%,-3,/,/,5%
CCN(C(=O)c1ccc(NC(C)=O)cc1)c1ccccc1,-3%,-5%,-23,-2%,3%,-7%
CC(C)c1[nH]nc2c1C(c1cccnc1)C(C#N)=C(N)O2 (centres undefined),/,-8%,?,-13%,-3%,0%
O=C(CCc1ccccc1)NC(=S)Nc1cccc(Br)c1,-4%,-3%,13,-35%,0%,-18%
CCC(=O)Nc1ccccc1C(=O)N1CCCC1,-2%,-1%,19,-17%,2%,-9%
Cc1cccc(C(=O)NCc2cn3cccc(C)c3n2)c1,/,12%,9,/,/,10%
Cc1coc2cc3oc(=O)c(CCC(=O)NCc4ccccc4Cl)c(C)c3cc12,/,6%,18,/,/,2%
CC1CCC2C(=O)N(c3ccc(C(=O)NCc4ccccc4)cc3)C(=O)C2C1 (centres undefined),23%,-9%,-17,-37%,3%,-7%
Cc1nn(CC(=O)c2ccc(Cl)cc2Cl)c(C)[n+]1N,0%,-7%,-17,-4%,3%,9%
CCOc1ccc(-n2c(=O)[nH]cc(C(=O)N3CCCc4ccccc43)c2=O)cc1,-5%,-14%,18,9%,3%,9%
Cc1ccc(C)c(OCc2cc(C(=O)N3CCN(C(=O)c4ccco4)CC3)no2)c1,-6%,-8%,-14,132%[activator],/,-21%
C=CCC(O)(CCN1CCCCC1)c1ccccc1 (centres undefined),-6%,-8%,6,-18%,-3%,25µM*
O=C(c1cc2ccccc2oc1=O)N1CCN(c2ccc(N3CCOCC3)nn2)CC1,6%,?,85,0.14µM*,7%,-1%
Oc1ccc(Br)cc1CNc1nccs1,-11%,?,-5,-25%,11%,0%
O=[N+]([O-])c1cccnc1N1CCOCC1,3%,2%,30,-13%,-1%,-23%
COc1ccc(C2C(C(C)=O)=C(O)C(=O)N2c2nc3ccccc3s2)cc1OC (centres undefined),22%,2%,9,-26%,13%,0%
COc1ccccc1Cn1c(=S)[nH]c2cc(C(=O)NCCN(C)C)ccc2c1=O,?,-3%,-12,70%[activator],5%,?
CN(C)C(CNC(=O)CCc1nc2cc(Cl)ccc2n(Cc2ccccc2)c1=O)c1ccccc1 (centres undefined),?,-10%,?,213%[activator],/,6%
Fc1ccc(CSc2nnc(-c3cccnc3)n2Cc2ccco2)cc1,22%,-7%,-2,-2%,1%,?
O=C(NCCCCCCCCCNC(=O)C(F)(F)F)C(F)(F)F,-9%,-13%,-13,8%,6%,7%
COC(=O)c1[nH]nc2c1C(=O)N(Cc1ccccc1)C2=O,7%,?,-15,-7%,-15%,-26%
CC1CCN(S(=O)(=O)c2cccc(-c3csc(-c4cccnc4)n3)c2)CC1,?,-7%,?,-14%,-1%,-10%
COc1ccc(C(=O)NCCNc2nc3cc(C)c(C)cc3cc2C)cc1,3%,4%,-14,135%[activator],-4%,4%
CCCCn1c(NCc2cccs2)nc2ccccc21,3%,-1%,-28,-29%,-2%,/
CCCCNC(=O)c1oc2ccc(S(=O)(=O)N3CCCC3)cc2c1C,-17%,-2%,6,4%,5%,-6%
O=C(OCC(=O)N1CCOCC1)c1ccc2ccccc2c1,4%,?,-12,-4%,/,-6%
O=C(Nc1nnc(-c2ccc(Cl)cc2)o1)c1cccc(N2C(=O)CCC2=O)c1,15%,?,-13,-23%,27%,-15%

# Screening results: PubChem BioAssay, National Center for Advancing Translational Sciences (NCATS)
